# mcGAS RapidFire: inhibitors of mouse cGAS | AID 1259397 | hit rate 0.18% among 130,000 | inhibition, % at 12.5 µM | recombinant mouse cGAS, cGAMP by RapidFire MS | Q8C6L5;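 active = inhibition of cGAS enzyme activity at or above 60%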;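 note: enzyme stimulated by 45 bp dsDNA with ATP and GTP substrates; cGAMP share of summed cGAMP plus half ATP and half GTP signals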
# Target sequence (Q8C6L5 whole entry, looked up): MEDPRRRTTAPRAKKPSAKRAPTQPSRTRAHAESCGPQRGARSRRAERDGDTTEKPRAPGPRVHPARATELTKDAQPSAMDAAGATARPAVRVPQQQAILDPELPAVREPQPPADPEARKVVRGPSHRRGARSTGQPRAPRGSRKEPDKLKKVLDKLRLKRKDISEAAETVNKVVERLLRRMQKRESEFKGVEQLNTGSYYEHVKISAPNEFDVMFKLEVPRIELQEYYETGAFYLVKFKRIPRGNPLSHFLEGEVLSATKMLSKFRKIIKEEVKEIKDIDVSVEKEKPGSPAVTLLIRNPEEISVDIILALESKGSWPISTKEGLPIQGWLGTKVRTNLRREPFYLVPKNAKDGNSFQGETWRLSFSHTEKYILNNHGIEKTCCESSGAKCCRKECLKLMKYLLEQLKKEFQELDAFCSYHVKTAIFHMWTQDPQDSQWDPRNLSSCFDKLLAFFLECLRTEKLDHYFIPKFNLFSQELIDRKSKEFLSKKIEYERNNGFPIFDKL
# Starred values were filed as active, the others as inactive; & = joins results of further samples.
SMILES,mcGAS RapidFire
O=C(Nc1ccnn1C1CCN(Cc2ccc(-c3cccc(Cl)c3)o2)CC1)C1CC1,-2.5
Cc1cccn2c(=O)nc(SCC(=O)N3CCCc4ccccc43)nc12,0.5
CN=c1scc(-c2ccccc2)n1N=Cc1ccco1,-15.3
O=C1C(=O)N(Cc2ccc(Cl)c(Cl)c2)c2ccccc21,-2.0
OCC1(Cc2cccc(Cl)c2)CCCN(Cc2ccc(F)c(F)c2)C1 (stereo unspecified),-2.8
NC(=O)c1csc(N2CC[C@@H](c3ccc4ccccc4c3)[C@H](O)C2)n1,-4.3
CC1CC(O)C(C)(C)N(C)C1 (stereo unspecified),-4.9
CCN(CCc1ccccc1)C(=O)Nc1cccc(NC(=O)COC)c1,-13.8
O=C(CCN1CCCCO1)N(Cc1ccc2c(c1)OCO2)C1CCCC1,-17.6
CC(CO)CN(Cc1ccccc1)C(=O)c1cnn2ccccc12 (stereo unspecified),-22.5
CN1CCC(Sc2nc3ncc(Br)cc3[nH]2)C1=O (stereo unspecified),1.6
CCC(C)OC(=O)c1[nH]c2c(c1C)C(=O)C(C(=O)OC)C(C)C2 (stereo unspecified),-4.3
COC(=O)C1C(c2ccccc2)c2c([nH][nH]c2=O)CC1(C)O (stereo unspecified),-4.6
c1ccc2c(c1)N1CCN=C1N2CCN1CCOCC1,2.1
CCCc1cnc(C)nc1N1CCC2(CC1)C(=O)Nc1ccccc12,-34.3
O=C(NCc1ccccc1)NCC1CCCN(Cc2ccccn2)C1 (stereo unspecified),-26.9
CSc1nc(=O)[nH]c(C)c1C(=O)OCC(=O)N(C)Cc1ccccc1C,2.1
COc1ccc(C(=O)C(C)OC(=O)c2ccc(Cn3cccn3)cc2)cc1 (stereo unspecified),-2.1
CCc1ncc(C(=O)N(C)CC2COc3ccccc3O2)cn1 (stereo unspecified),-11.4
COC(=O)Cn1c(=NC(=O)c2ccc(C(C)=O)cc2)sc2cc(C)ccc21,-6.1
CN(C)c1ccc(CCC(=O)N2CCN(c3ccccc3)CC2)cc1,-4.9
CN1CCCC(CCNC(=O)CCC(=O)N2CCCCCC2)C1 (stereo unspecified),-9.1
Cc1cnc(C(=O)NCc2ccc(C(=O)N(C)C)cc2)cn1,-11.2
CC1CC(C)CN(c2nc3nonc3nc2N2CC(C)CC(C)C2)C1 (stereo unspecified),-19.3
Cc1c(C(=O)NC(C)(C)CO)c(C(F)(F)F)nn1C1CCCN(C)C1 (stereo unspecified),-3.3
SMILES,mcGAS RapidFire
Cc1cc(CCc2ccc(Cl)cc2)c(C(=O)O)s1,-9.3
CCc1c(C)nn(-c2nc(C)cc(C)n2)c1OC(=O)c1ccco1,8.0
Oc1ccc(Br)cc1CN1CCN(CC2CC3C=CC2C3)CC1 (stereo unspecified),-2.6
Cc1cc2nc(/C=C/c3c(C)noc3C)sc2cc1C,6.0
Cc1cccn2c(CC(=O)N3CCC(O)(CN(C)C)C3)cnc12 (stereo unspecified),-32.4
CCc1cn[nH]c1C1CCN(C(=O)c2c(C)[nH]c3c2C(=O)CCC3)CC1,-19.8
COc1cc(CN2CCC(C(=O)Nc3cccc(-c4cccc(Cl)c4)c3)CC2)ccc1O,-12.8
CC1CN(c2nn(C)c(=O)n(C)c2=O)CC(C)O1 (stereo unspecified),-44.7
O=S(=O)(c1cccc(Br)c1)N1CCN(Cc2ccccn2)CC1,-4.8
Cc1ccn2c(NCc3ccccc3)c(-c3cccc(O)c3)nc2c1,-5.8
CCOCCCn1c(=S)[nH]c2sc(C)c(C)c2c1=O,-10.1
O=C(NC1CCCC1)c1cccc(N2NC(=O)C3CC=CCC3C2=O)c1 (stereo unspecified),-1.9
O=C1/C(=C\c2ccc3c(c2)OCCO3)CC/C1=C\c1ccc2c(c1)OCCO2,-15.6
CC(C)N(C(=O)CSc1n[nH]c(-c2cccs2)n1)C1CCCCC1,-6.0
CC(=O)N1CCN(c2ccc(OCC3CO[C@](Cn4ccnc4)(c4ccc(Cl)cc4Cl)O3)cc2)CC1 (stereo partly specified),-2.0
COC(=O)c1ccc2c(c1)CC(CNC(=O)c1cc(Cl)ccc1F)O2 (stereo unspecified),-3.3
Cc1ccc(S(=O)(=O)c2cc3ccccc3oc2=Nc2ccc3c(c2)OCO3)cc1,-11.4
O=C(CC(c1ccccc1)c1ccccc1F)NCCn1cccn1 (stereo unspecified),-4.8
O=C(c1ccc([N+](=O)[O-])cc1)N1CCCC(N2CCN(c3ccccc3F)CC2)C1 (stereo unspecified),-12.7
CN1CCCn2nc(C(=O)NCc3ccc4nonc4c3)cc2C1,-7.7
CC(=O)Nc1ccc(NC(=O)CSc2ccc(NC(=O)C3CC3)nn2)cc1,6.4
COc1ccc(Nc2nc(N)nc(CSc3nc4cc(OC)ccc4s3)n2)cc1,-59.0
COc1cc(CNC(=O)c2oc3c(F)cccc3c2C)cc(OC)c1OC,-3.4
COc1cc(Cl)c(C)cc1NC(=O)c1ccc(=O)n(C)n1,-3.5
Cn1ccc(NC(=O)Cc2ccc(Cl)cc2)n1,-5.9

# Exported with each value named: part of the list above
molecule: COc1cc(CN2CCC(C(=O)Nc3cccc(-c4cccc(Cl)c4)c3)CC2)ccc1O
- mcGAS RapidFire: -12.8

molecule: CC1CN(c2nn(C)c(=O)n(C)c2=O)CC(C)O1 (stereo unspecified)
- mcGAS RapidFire: -44.7

molecule: O=S(=O)(c1cccc(Br)c1)N1CCN(Cc2ccccn2)CC1
- mcGAS RapidFire: -4.8

molecule: Cc1ccn2c(NCc3ccccc3)c(-c3cccc(O)c3)nc2c1
- mcGAS RapidFire: -5.8

# New compounds follow:
SMILES,mcGAS RapidFire
COc1ccc(C2CCCN2C(=O)c2ccc(NC(C)=O)s2)cc1 (stereo unspecified),-6.6
Cc1ccc(-c2nnc(Nc3ccccc3)c3ccccc23)cc1S(=O)(=O)NC(C)(C)C,-2.8
CCCCN(C)C(=O)c1sc(=O)n(Cc2cc(C)cc(C)c2)c1C,-2.4
O=c1[nH]c(Cn2cnnc2)nc2ccccc12,2.3
Cc1nc(Nc2ccc(F)cc2)c2c3c(sc2n1)CCC3,-3.2
CC(C)NC(=O)Cn1cnc2c(nnn2C)c1=O,-2.5
Cc1ccc2c(c1)NC(=O)c1cc(NS(=O)(=O)C(C)C)ccc1O2,1.2
CSc1nnc(-c2cccc(S(=O)(=O)N3CCCCC3)c2)n1C,-3.1
Cn1cc(-c2cccc(NC(=O)Cc3cccc(F)c3)n2)cn1,-1.9
Cc1cc(C)nc(Nn2ccc3c(cnc4nc(C)nn43)c2=O)n1,-9.8
COC(=O)CN1CCCN(S(=O)(=O)c2ccc(Cl)cc2C)CC1,1.3
Clc1ccc(-c2noc(CSc3nncs3)n2)cc1,-0.8
CC(C)c1ccc(COc2cccnc2C(O)NCCCO)cc1 (stereo unspecified),-1.8
CCOc1cc(C(=O)OCc2nnc(-c3ccccc3)o2)cc(OCC)c1OCC,-2.5
CCCCN(C(=O)Cc1c(C)n[nH]c1C)c1c(N)n(CCC)c(=O)[nH]c1=O,-5.3
O=C(CSc1nnc(SCC(=O)NC2CCCC2)s1)NC1CCCC1,-28.2
COc1ccc(C(=O)N(C)OC)cc1S(=O)(=O)N1CCCc2ccccc21,-1.4
CN(CC(O)c1ccc(F)cc1)c1ccc(S(=O)(=O)N2CCCC2)cn1 (stereo unspecified),1.6
CS(=O)(=O)c1ccc(CN2CCN(c3ccnc4ccccc34)CC2)cc1,-48.0
CNc1ncccc1CN1CCN(c2cc(C(C)C)nc(C)n2)CC1,-9.5
c1cnc(N2CCOCC2)c(CNCc2cccn2-c2nccs2)c1,-8.2
CN(Cc1cc(=O)n2cc(Br)ccc2n1)C1CCCc2ccccc21 (stereo unspecified),1.5
CCN(CC)S(=O)(=O)c1ccc(C(=O)Nn2cnc3c(cnn3C(C)(C)C)c2=O)cc1,-0.8
COc1ccc(CNC(=O)CCC2CCCN(C(=O)CCSC)C2)c(OC)c1 (stereo unspecified),-8.1
CCOC(=O)c1[nH]ncc1[C@@H]1C[C@H](NC(C)=O)C[C@H](CC(C)C)O1,-6.2

# Pulled one by one from above, 6 records:
SMILES,mcGAS RapidFire
CCOC(=O)c1[nH]ncc1[C@@H]1C[C@H](NC(C)=O)C[C@H](CC(C)C)O1,-6.2
O=c1[nH]c(Cn2cnnc2)nc2ccccc12,2.3
OCC1(Cc2cccc(Cl)c2)CCCN(Cc2ccc(F)c(F)c2)C1 (stereo unspecified),-2.8
O=C(c1ccc([N+](=O)[O-])cc1)N1CCCC(N2CCN(c3ccccc3F)CC2)C1 (stereo unspecified),-12.7
CCCCN(C(=O)Cc1c(C)n[nH]c1C)c1c(N)n(CCC)c(=O)[nH]c1=O,-5.3
CCc1c(C)nn(-c2nc(C)cc(C)n2)c1OC(=O)c1ccco1,8.0

# Next compounds follow:
SMILES,mcGAS RapidFire
COC(=O)c1ccc(N2CC(C(=O)OCc3ccc(Cl)c(Cl)c3)CC2=O)cc1 (stereo unspecified),-16.7
COc1ccc(-n2ncc3c2CCN(C(=O)c2ccc(-n4cccc4)nc2)C3)cc1,-3.9
Cc1cc(C)n2nc(C(=O)N(C)Cc3ccc(C)o3)cc2n1,-21.0
O=C1CN(CCC2=CCCCC2)C2CS(=O)(=O)CC2N1c1ccccc1 (stereo unspecified),-7.7
Cc1cc(C)n(CCCN(C)C(=O)C2CC3(CCNCC3)CN2)n1 (stereo unspecified),-16.8
Cc1cc(N2CCC(N(C)CCCS(C)(=O)=O)CC2)nc(C)n1,-15.6
Fc1ccccc1-c1cc(CCl)no1,-1.4
CO/C=C(\Oc1ccccc1C)C(=O)Nc1cccc(C)c1,-8.2
CC1COCC(C)N1C(=O)c1ccc(C(=O)NC(C)(C)C)cc1 (stereo unspecified),-3.3
O=C(c1ccc(Cl)c(Cl)c1)N1CCSC12CCNCC2,-1.0
CC(=O)N1CCC(N2CCC3(CCCN(C(=O)OCC(C)(C)C)C3)C2)CC1 (stereo unspecified),-25.0
COc1cc(-c2ccc(-c3nn[nH]n3)cc2)cc(OC)c1OC,-20.2
COC(=O)Cc1ccc(OCC2(CO)COC2)cc1,-1.6
Nc1ncc(N=Nc2cccc(C(F)(F)F)c2)s1,49.1
Clc1ccccc1CN1CCc2sccc2C1,-6.7&-1.4
O=C(c1cc2n(n1)CCN(Cc1cnc(-c3ccco3)nc1)C2)N1CCCC1,3.7
COc1cccnc1NC(=O)c1ccc(Br)s1,2.6
O=C(NCC1CCCO1)C1CCN(C2CCN(C/C=C/c3ccco3)CC2)CC1 (stereo unspecified),-2.8
Cc1ccc(C=Cc2nc(=S)n(CN3CCN(CCOc4ccccc4Cl)CC3)[nH]2)o1,-13.4
O=C1C=C(c2cccc([N+](=O)[O-])c2)C(=O)N1c1ccc(Cl)cc1,-10.9
CCCNS(=O)(=O)c1cc2c3c(c1)C(C)C(=O)N3CCC2 (stereo unspecified),-8.2
CC(C)CC(=O)Nc1nc2c(s1)C(=O)CC(C)(C)C2,-35.2
COc1cccc(OCC(=O)Nc2nnc(Cc3ccc(C)cc3C)o2)c1,3.4
CNc1nc(-c2cc(C)n(C3CC3)c2C)cs1,-5.9
COCCn1ccc2c(cnc3nc(-c4ccncc4)nn32)c1=O,-6.9
SMILES,mcGAS RapidFire
CCc1ccc(C(=O)N2CCC3(CC2)NCC(=O)N3CC(=O)OC)cc1,-2.4
CCOC(=O)c1nn(-c2ccccc2)c(=O)cc1NCc1ccc(OC)cc1,-4.8
CCN(CC)C1CCN(c2nc3nonc3nc2N2CCOCC2)C1 (stereo unspecified),-10.7
CN(C(=O)Cn1cnc2ccc(Br)cc2c1=O)c1nccs1,-2.3
CN(Cc1cccc2cnccc12)C(=O)COc1ccc(F)cc1,-27.6
Cc1nc(=O)c(-c2ccccc2)c(C)n1CCO,-3.0
O=C(CCc1nc2ccccc2o1)N1CC=C(c2ccccc2)CC1,-5.5
COCCNC(=O)CNC(=O)C1CCN(S(=O)(=O)c2ccc(Cl)cc2)CC1,-0.3
Cn1ncc(Cl)c1-c1nc(-c2nonc2N)no1,-3.7
NC1CCSc2ccc(Cl)cc21 (stereo unspecified),-6.6
CC(C1CC1)N(Cc1ccccc1)Cc1ccc(S(=O)(=O)N(C)C)o1 (stereo unspecified),-4.8
COc1ccc2c(c1)sc(=NC(=O)c1coc3ccccc3c1=O)n2C,-1.2
CC(C)=C1C2C=CC1C1C(=O)N(c3ccccc3Cl)C(=O)C21 (stereo unspecified),-10.8
CCN1CCN(C(=O)c2cn[nH]c2-c2ccccc2)CC1,2.1
Cc1oc(-c2ccsc2)nc1CS(=O)Cc1ccc(C#N)cc1 (stereo unspecified),-6.1
CCCc1nc(NC2CCNCC2)c2cnn(C)c2n1,-13.2
Cn1ccc(C(=O)N2CCC(c3c[nH]c4ccccc34)CC2)cc1=O,-11.5
NS(=O)(=O)c1ccc(CNC(=O)c2cc(=O)c(OCc3ccc(F)cc3)co2)cc1,-4.2
Cc1c(C(=O)Nc2cccc(C(C)O)c2)ncn1Cc1ccc(Cl)cc1 (stereo unspecified),-9.6
COC1=NC(N)=C(S(=O)(=O)c2ccccc2)C(c2ccccc2)C1S(=O)(=O)c1ccccc1 (stereo unspecified),-2.5
COc1cc(OC)nc(NC(=O)CCl)n1,3.3
Cc1nc(S(=O)(=O)N2CCC(N3CCCC3=O)CC2)cn1C,-3.4
COc1ccc(NC(=O)C2(C)CCN2Cc2c(F)cccc2F)cc1OC (stereo unspecified),-6.9
CC(OC(=O)c1cc2c(s1)CCC2)C(=O)NC(N)=O (stereo unspecified),-6.1
NC(=O)c1ccccc1NCC(=O)Nc1cccc(F)c1,1.9
SMILES,mcGAS RapidFire
O=C(NCCN1C(=O)SC(=Cc2ccccc2F)C1=O)c1ccco1,-5.4
O=C(NCC1CCCN(Cc2c[nH]c3ccccc23)C1)c1ccc(F)cc1 (stereo unspecified),-3.3
CCC(=O)c1cccc(NC(=O)c2ccc(C(N)=O)s2)c1,0.3
COc1ccccc1OCCCOc1ccc(Br)cc1Cl,-3.8
COc1ccc(OC)c(NC(=O)Cn2c(CCC(=O)O)ccc2-c2ccccc2)c1,-21.8
FC(F)(F)c1cc(-c2cccs2)nc(NC2CCCC2)n1,16.3
CCc1nc(C)ccc1OCC(=O)NCCCN(C)C,-12.4
O=C(CSC1CCS(=O)(=O)C1)Nc1ccc(F)cc1 (stereo unspecified),-6.3

# Compound activity deposited in PubChem BioAssay by Fisher Drug Discovery Resource Center.

# This is a subset; rates above refer to the full screens.
